FAS-TE inh: FAS thioesterase domain inhibitors, primary screen, biochemical, fluorescence intensity, uHTS | Fatty acid synthase (Homo sapiens), P49327 | recombinant FAS-TE, OMFH fluorogenic substrate, fluorescence endpoint | inhibition, % at 15 µM | 360,000 compounds, 0.67% hits | AID 602261, 2012;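 active = compounds whose normalised, plate-corrected inhibition of enzyme fluorescence in the single-dose primary screen is 50% or more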;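 also: 0% = DMSO with enzyme and 100% = substrate without enzyme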
SKN-1 inh: suppressors of acrylamide-induced Pgst-4::GFP reporter in worms, primary screen, SKN-1 inhibitor project, whole organism, uHTS, GFP/RFP fluorescence ratio, strain VP596; inhibition, % at 21.8 µM; C. elegans VP596 Pgst-4::GFP/RFP ratio, 24 h; 360,000 compounds, 0.49% hits; AID 624304, 2012;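 active = interference check ratio from 0.5 to 1.5 plus GFP to RFP signal ratio inhibition reaching or exceeding a fixed threshold, cut at about 30% in these data, passing the limit was not always enough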; also: some compounds called inactive have numbers as strong as hits
MsrA act: bovine MsrA enzyme activators, primary screen, biochemical, absorbance, HTS; 360,000 compounds, 0.3% hits; AID 602163, 2012; purified bovine MsrA, absorbance read-out; activation, % at 10.6 µM; in the data active = activation above about 7.5%;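 also: 0% = vehicle and 100% = reference activator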
Rin1-Abl PPI inh: inhibitors of Rin1-Abl protein binding, primary screen, biochemical, TR-FRET. Tyrosine-protein kinase ABL1 (Homo sapiens) + Ras and Rab interactor 1 (Homo sapiens), …. 360,000 compounds, 0.4% hits. AID 588664, 2011. inhibition, % at 7.35 µM; in the data active = inhibition above about 5%, passing the limit was not always enough
Target sequence (P00519 whole entry, looked up): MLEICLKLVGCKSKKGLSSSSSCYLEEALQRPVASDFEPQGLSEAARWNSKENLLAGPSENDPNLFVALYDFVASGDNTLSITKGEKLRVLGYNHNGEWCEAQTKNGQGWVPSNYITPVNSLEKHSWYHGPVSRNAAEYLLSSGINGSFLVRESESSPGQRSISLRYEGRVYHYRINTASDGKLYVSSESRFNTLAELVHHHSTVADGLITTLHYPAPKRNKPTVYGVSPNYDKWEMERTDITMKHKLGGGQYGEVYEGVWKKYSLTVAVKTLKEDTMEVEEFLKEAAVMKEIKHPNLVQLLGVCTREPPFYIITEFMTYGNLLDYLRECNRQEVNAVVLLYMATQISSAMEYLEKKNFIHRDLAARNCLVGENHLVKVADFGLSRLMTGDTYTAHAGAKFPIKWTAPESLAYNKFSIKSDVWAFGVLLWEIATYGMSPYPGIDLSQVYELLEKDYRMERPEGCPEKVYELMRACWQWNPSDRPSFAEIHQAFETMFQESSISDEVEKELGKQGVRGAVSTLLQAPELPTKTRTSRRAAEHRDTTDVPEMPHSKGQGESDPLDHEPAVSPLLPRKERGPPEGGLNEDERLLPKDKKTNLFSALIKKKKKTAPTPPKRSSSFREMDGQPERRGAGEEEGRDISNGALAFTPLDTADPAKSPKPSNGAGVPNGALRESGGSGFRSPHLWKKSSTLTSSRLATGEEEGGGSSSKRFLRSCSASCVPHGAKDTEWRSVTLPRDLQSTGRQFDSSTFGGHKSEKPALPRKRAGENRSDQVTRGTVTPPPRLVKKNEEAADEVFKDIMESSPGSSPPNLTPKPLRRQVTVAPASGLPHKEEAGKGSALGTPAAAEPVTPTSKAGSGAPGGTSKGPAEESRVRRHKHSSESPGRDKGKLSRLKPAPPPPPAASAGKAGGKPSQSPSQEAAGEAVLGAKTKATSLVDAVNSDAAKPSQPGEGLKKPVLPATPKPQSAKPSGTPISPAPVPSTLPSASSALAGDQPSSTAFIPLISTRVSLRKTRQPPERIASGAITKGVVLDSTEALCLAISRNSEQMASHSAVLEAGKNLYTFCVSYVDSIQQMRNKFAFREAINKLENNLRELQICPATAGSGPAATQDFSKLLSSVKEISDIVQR
Target sequence (Q13671 whole entry, looked up): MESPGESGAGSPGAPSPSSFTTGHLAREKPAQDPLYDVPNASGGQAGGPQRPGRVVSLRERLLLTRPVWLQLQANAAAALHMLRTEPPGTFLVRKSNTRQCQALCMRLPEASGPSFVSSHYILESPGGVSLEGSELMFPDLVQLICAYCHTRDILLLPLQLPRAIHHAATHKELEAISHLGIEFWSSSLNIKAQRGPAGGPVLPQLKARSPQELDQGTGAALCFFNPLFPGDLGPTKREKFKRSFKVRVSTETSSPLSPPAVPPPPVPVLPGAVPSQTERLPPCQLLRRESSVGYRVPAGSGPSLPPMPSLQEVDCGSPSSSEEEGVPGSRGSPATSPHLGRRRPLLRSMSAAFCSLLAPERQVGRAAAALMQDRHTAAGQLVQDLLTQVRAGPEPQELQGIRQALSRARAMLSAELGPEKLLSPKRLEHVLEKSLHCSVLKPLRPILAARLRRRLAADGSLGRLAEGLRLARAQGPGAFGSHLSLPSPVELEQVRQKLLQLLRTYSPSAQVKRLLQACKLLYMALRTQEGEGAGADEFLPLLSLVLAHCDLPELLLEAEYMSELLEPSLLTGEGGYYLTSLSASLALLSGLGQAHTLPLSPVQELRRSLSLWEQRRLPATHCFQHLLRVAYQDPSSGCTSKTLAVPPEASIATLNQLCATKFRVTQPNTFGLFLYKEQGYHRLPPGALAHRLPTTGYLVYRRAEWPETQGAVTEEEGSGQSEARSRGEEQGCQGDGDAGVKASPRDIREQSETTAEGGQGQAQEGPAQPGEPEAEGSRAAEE
MsrA inhibitor: bovine MsrA enzyme inhibitors, primary screen, biochemical, absorbance, HTS; AID 651718, 2012; inhibition, % at 15.5 µM; 360,000 compounds, 0.75% hits; purified bovine MsrA, absorbance read-out; Methionine sulfoxide reductase A (Bos taurus); in the data active = inhibition above about 4.5%;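 also: 0% = vehicle wells with enzyme and 100% = reference inhibitor wells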
Neddyl block: inhibitors of cullin neddylation, primary screen, biochemical, TR-FRET, uHTS, NAE and Ubc12; NEDD8-conjugating enzyme Ubc12 (Homo sapiens) + NEDD8-activating enzyme E1 regulatory …; calls only at 25 µM; 360,000 compounds, 0.58% hits; AID 651699, 2012; in the data active = inhibition above about 36%
CendR NRP1 mod: modulators of CendR peptide binding to NRP-1, primary screen, biochemical, fluorescence polarization, uHTS. AID 602438, 2012. Neuropilin-1 (Homo sapiens), O14786. 360,000 compounds, 0.85% hits. inhibition, % at 25 µM. FAM-RPARPAR peptide binding to NRP-1;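 active = inhibition or corrected inhibition above about 18%, plus a signal ratio from 0.5 to 1.5, limit read from the data, passing the limit was not always enough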; also: strong numbers were not always called active
eLon inh: inhibitors of E. coli Lon protease, primary screen, biochemical, fluorescence polarization | AID 602123, 2011 | purified E. coli Lon protease | inhibition, % at 7.94 µM | 360,000 compounds, 0.42% hits; in the data active = inhibition above about 13%, passing the limit was not always enough;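 also: 0% = enzyme with probe and DMSO and 100% = no enzyme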
MT1-MMP act inh: blockers of MT1-MMP proenzyme processing, primary screen, HT1080 RFP-PRO-GFP cells, GFP/RFP fluorescence; Matrix metalloproteinase-14 (Homo sapiens), P50281; GFP/RFP ratio fluorescence, overnight; percent of plate control window, DMSO zero; GFP/RFP ratio change, % at 20 µM; 360,000 compounds, 0.061% hits; AID 651647, 2012;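 active = GFP/RFP ratio change of at least 30% with cell ATP level not reduced by more than half and red fluorescence within 50% of control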; also: strong numbers were not always called active
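Test system: HT1080 cells expressing an RFP-PRO-GFP fluorescent reporter construct / Compound dosing: single-point 20 µM compound, 1% DMSO / Schedule: cells overnight before dosing, compound overnight, 37 °C, 5% CO2 / Evaluation: GFP/RFP fluorescence ratio / Control set: DMSO and RFP-L50D-GFP cell wells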
Starred values were filed as active, the others as inactive; i = inactive; . = not tested or not shown. This is a random part of the collection; about 4.2% have a hit in one of these screens.

#1 CCCSc1ccc(C(=O)Nc2ccc(F)cc2F)cn1
#2 O=C1Cc2ccccc2Sc2c(OCCN3CCCCC3)cccc21
#3 COc1ccc(OC)c(C(=O)NC2CC(C)(C)Cc3c2cnn3-c2ccccc2)c1 (centres undefined)
#4 CCCCC(=O)NC(c1ccccc1OC)c1ccc2cccnc2c1O (centres undefined)
#5 CN(C)C(=S)NC(=O)C(c1ccccc1)c1ccccc1
#6 CCCOc1nnnn1-c1ccccc1
#7 COc1ccc(Cc2noc(CN3CCCN(Cc4ccc(F)cc4)CC3)n2)cc1OC
#8 CC1(C)Cc2c(c(N3CCOCC3)nc3snc(NC(=O)c4ccccc4)c23)CO1

entry no. | 1 | 2 | 3 | 4 | 5 | 6 | 7 | 8
FAS-TE inh | 2 | -1 | 21 | 0 | -7 | -7 | 2 | -5
SKN-1 inh | 12 | -3 | -3 | -14 | 3 | 6 | 15 | -9
MsrA act | -5 | -12 | -8 | -9 | 1 | -1 | -4 | -1
Rin1-Abl PPI inh | 3 | -1 | -3 | 2 | 6 | 0 | 4 | -1
MsrA inhibitor | -1.6 | -0.2 | -0.7 | 0.9 | 0.6 | 1.3 | 3.0 | 0.1
Neddyl block | i | i | i | i | i | i | i | i
CendR NRP1 mod | 6 | 3 | 0 | -12 | 1 | 11 | 3 | -3
eLon inh | -10 | -2 | 3 | -10 | -5 | -4 | 0 | 6
MT1-MMP act inh | 4 | -1 | 1 | 10 | 5 | 0 | -1 | 2

#9 NC(=O)C1CCN(c2ncccc2[N+](=O)[O-])CC1
#10 O=C(CCC(=O)n1ncc2ccccc21)N1CCCCC1
#11 COc1ccc(S(=O)(=O)N2Cc3ccccc3CC2C(=O)O)cc1OC (centres undefined)
#12 CCOc1ccc(-n2c(C)nc3cc(C(=O)NCC4CCCO4)ccc32)cc1 (centres undefined)
#13 N#CN=C(N)c1ccccc1
#14 COc1ccc(-c2nn(-c3ccccc3)cc2/C=N/Nc2ccccn2)cc1OC
#15 CCC(=O)N1CCC1(C)C(=O)Nc1cccc2c1CCCC2 (centres undefined)
#16 O=C(/C=C/c1ccc(Cl)cc1)N1CCN(c2ccccc2[N+](=O)[O-])CC1

entry no. | 9 | 10 | 11 | 12 | 13 | 14 | 15 | 16
FAS-TE inh | -2 | -5 | 0 | -3 | -5 | 44 | -6 | 36
SKN-1 inh | 5 | 4 | 11 | 3 | 19 | -6 | -10 | 4
MsrA act | -2 | 2 | -2 | -3 | -1 | 1 | -7 | -4
Rin1-Abl PPI inh | -2 | 1 | 1 | 1 | 3 | 0 | -1 | 1
MsrA inhibitor | -1.0 | -1.1 | 2.3 | -0.2 | -0.2 | 0.4 | 0.3 | 1.5
Neddyl block | i | i | i | i | i | i | i | i
CendR NRP1 mod | -1 | 6 | 10 | 7 | 0 | -2 | -7 | 0
eLon inh | -10 | 7 | -3 | -6 | 3 | -20 | 13 | 4
MT1-MMP act inh | 1 | 3 | 0 | 2 | -7 | -9 | 0 | -1

The last 4 entries of the part before open the next one:
#13 N#CN=C(N)c1ccccc1
#14 COc1ccc(-c2nn(-c3ccccc3)cc2/C=N/Nc2ccccn2)cc1OC
#15 CCC(=O)N1CCC1(C)C(=O)Nc1cccc2c1CCCC2 (centres undefined)
#16 O=C(/C=C/c1ccc(Cl)cc1)N1CCN(c2ccccc2[N+](=O)[O-])CC1
#17 CN1CCCN(C(=O)c2ccc(Br)s2)CC1
#18 Cn1c(SCc2c(Cl)cccc2Cl)nnc1-c1ccc2nonc2c1
#19 O=C(CCC1CCCCC1)NCCS(=O)(=O)N1CCN(c2ccccc2)CC1
#20 Cc1cc(N2CCOCC2)nc(-c2ccccc2O)n1
#21 O=C(CNC(=O)c1sc2ccccc2c1Cl)OCc1ccccc1
#22 Cc1ccc(NC(=O)c2ccccc2NS(=O)(=O)c2ccc(Cl)s2)cc1S(=O)(=O)N1CCOCC1
#23 CCCS(=O)(=O)NC(=O)C1(C)CCN(C(=O)c2nc(C)oc2C)C1 (centres undefined)
#24 COC(=O)c1ccc(CN2C(=O)NC3(CCCc4ccccc43)C2=O)o1 (centres undefined)

entry no. | 13 | 14 | 15 | 16 | 17 | 18 | 19 | 20 | 21 | 22 | 23 | 24
FAS-TE inh | -5 | 44 | -6 | 36 | -4 | 18 | 4 | 0 | 18 | 22 | -6 | -2
SKN-1 inh | 19 | -6 | -10 | 4 | 23 | -4 | 9 | 18 | -42 | 13 | -3 | 23
MsrA act | -1 | 1 | -7 | -4 | -5 | -6 | -1 | 0 | -1 | -3 | -2 | -4
Rin1-Abl PPI inh | 3 | 0 | -1 | 1 | -1 | -2 | 1 | 1 | -4 | 0 | -2 | -3
MsrA inhibitor | -0.2 | 0.4 | 0.3 | 1.5 | -0.8 | 0.7 | 0.3 | 2.3 | -0.6 | -0.3 | -0.5 | -0.4
Neddyl block | i | i | i | i | i | i | i | i | i | i | i | i
CendR NRP1 mod | 0 | -2 | -7 | 0 | -15 | 8 | -10 | -6 | 11 | -18 | -7 | -14
eLon inh | 3 | -20 | 13 | 4 | 6 | 5 | -11 | -5 | -2 | 5 | -1 | 1
MT1-MMP act inh | -7 | -9 | 0 | -1 | -3 | 2 | 4 | 3 | 0 | -17 | 2 | -5

#25 COc1ccc(/C=N/n2cnc3c([nH]c4ccc(F)cc43)c2=O)cc1CSc1ccccn1
#26 COc1cc(/C=N/N2CCOCC2)ccc1OCc1ccc(Cl)cc1
#27 O=C(CCCc1ccccc1)NCCc1ccc(F)cc1
#28 O=C(NCc1ccc(Cl)cc1)c1cccc(NC(=O)c2ccccc2)c1
#29 COC(=O)C1(C)Nc2ccccc2C(=O)N1c1ccccc1C (centres undefined)
#30 O=C(Nc1ccc(C(=O)N2CCCCC2)cc1)C1CC1
#31 Cc1cc(C)c(C)c(OCCCCN(C)Cc2ccccc2)c1
#32 O=C(NCC1CCCO1)c1ccc2c(c1)N(Cc1ccc(F)cc1Cl)C(=O)CS2 (centres undefined)

entry no. | 25 | 26 | 27 | 28 | 29 | 30 | 31 | 32
FAS-TE inh | 3 | 14 | -2 | 21 | -8 | -9 | 10 | 0
SKN-1 inh | -7 | 11 | 5 | 3 | 2 | 4 | 1 | -3
MsrA act | -3 | 1 | 3 | -3 | -13 | -4 | 0 | -1
Rin1-Abl PPI inh | -2 | 0 | 2 | -5 | 1 | -2 | 0 | 1
MsrA inhibitor | -0.5 | -1.8 | 1.5 | -0.3 | 0.9 | 1.3 | 0.0 | -1.1
Neddyl block | i | i | i | i | . | i | i | i
CendR NRP1 mod | -1 | 7 | -5 | 11 | -12 | 8 | 7 | 6
eLon inh | 3 | 11 | -1 | 2 | 6 | -6 | -8 | -9
MT1-MMP act inh | -4 | 5 | -3 | -2 | -5 | 2 | -4 | 0

#33 CCCNC(=O)c1ccc(N2CCC3(CC2)CC(c2ccccc2)=NO3)c(NC(=O)c2cccc(OC)c2)c1
#34 COc1ccc(OC)c(C(C)NC(=O)C(C)Cc2ccccc2)c1 (centres undefined)
#35 CCOC(=O)c1ccc(N/C=C/C(=O)C(C)(C)C)cc1
#36 c1ccc(C2CC(c3ccccc3)n3c(nc4ccccc43)N2)cc1 (centres undefined)
#37 O=C(Nc1ccc2nc3n(c(=O)c2c1)CCCCC3)c1c(F)ccc([N+](=O)[O-])c1F
#38 CC(=O)c1cnc2cc(-c3cccc(Br)c3)nn2c1C
#39 COc1ccc(OC)c(CN2CCN(C(=O)CCC(=O)c3cccs3)CC2)c1
#40 Cc1c(OCC(=O)NCc2ccncc2)ccc2c3c(c(=O)oc12)CCC3

entry no. | 33 | 34 | 35 | 36 | 37 | 38 | 39 | 40
FAS-TE inh | 26 | 0 | 4 | 4 | 18 | 4 | -10 | -3
SKN-1 inh | -9 | 1 | 7 | 7 | 13 | -1 | 34 | 16
MsrA act | -12 | -9 | -4 | -4 | -2 | 3 | -4 | -4
Rin1-Abl PPI inh | -2 | 3 | -1 | 2 | 1 | 2 | 3 | 3
MsrA inhibitor | -1.0 | -0.3 | 3.2 | -1.3 | -0.1 | 0.0 | -0.8 | 0.0
Neddyl block | i | i | i | i | i | i | i | i
CendR NRP1 mod | 4 | -10 | 2 | 24* | -7 | 12 | -8 | 9
eLon inh | -10 | 0 | 2 | 4 | -1 | -1 | -12 | -4
MT1-MMP act inh | . | 1 | 4 | 7 | -20 | 2 | 7 | 2

#41 CCN1CCN(C(=O)C(Cc2ccccc2)NC(=O)c2ccc(Cl)c(S(=O)(=O)N(C)C)c2)CC1 (centres undefined)
#42 CCOc1cccc(C(=O)Nc2ccc3oc(Cc4ccc(Cl)cc4)nc3c2)c1
#43 COc1cc(OC)c(S(=O)(=O)NCc2ccco2)cc1S(=O)(=O)NCc1ccco1
#44 NC(=O)CSc1nccn1Cc1ccccc1
#45 Cc1ccc(N2C(=O)N3[C@H](c4cccc(C)c4)[C@@H]4C(=O)N(Cc5ccccc5)C(=O)[C@@H]4[C@]3(C)C2=O)cc1
#46 O=C(Nc1ccc(O)c2c(=O)cc(-c3cccc(Cl)c3)oc12)c1ccccc1Cl
#47 CCCOc1ccc(-c2c(C(=O)N/N=C(\C)c3cccs3)nnn2-c2nonc2N)cc1
#48 CCCN1C(=O)c2ccc(C(=O)Nc3cc(C)on3)cc2C1=O

entry no. | 41 | 42 | 43 | 44 | 45 | 46 | 47 | 48
FAS-TE inh | -1 | 2 | -8 | -3 | 8 | 21 | -3 | -12
SKN-1 inh | -4 | -8 | -29 | -5 | 4 | 9 | 7 | -16
MsrA act | -2 | 2 | -2 | -4 | -1 | -1 | -5 | -3
Rin1-Abl PPI inh | 3 | -1 | 3 | 2 | 4 | 1 | 0 | 2
MsrA inhibitor | 1.3 | 0.1 | -0.2 | -0.5 | 0.9 | -0.3 | -0.4 | 1.6
Neddyl block | i | i | i | i | i | i | i | i
CendR NRP1 mod | -4 | 8 | -4 | 5 | 4 | 9 | 2 | -2
eLon inh | -8 | -4 | -2 | 2 | 0 | -3 | 14 | -4
MT1-MMP act inh | 1 | 10 | 1 | 0 | 2 | 2 | 0 | -1

#49 COc1ccc(/C=N/N=C/c2c[nH]c(=O)c(C#N)c2Nc2ccccc2)cc1
#50 O=C1CC(SC(=Nc2ccccc2)Nc2ccccc2)C(=O)N1c1cccc2ccccc12 (centres undefined)
#51 Cn1c(CCC(=O)Nc2ccc(N3CCOCC3)cc2)nc(=O)c2ccccc21
#52 O=C(C[C@@H]1C[C@@H]2c3cc(NS(=O)(=O)c4ccc(F)cc4)ccc3O[C@@H]2[C@H](CO)O1)NCc1ccc(Oc2ccccc2)cc1

entry no. | 49 | 50 | 51 | 52
FAS-TE inh | -11 | 28 | -8 | 2
SKN-1 inh | 2 | -15 | -8 | 33
MsrA act | -3 | 1 | -4 | -2
Rin1-Abl PPI inh | -10 | -2 | 9.6* | 7
MsrA inhibitor | 0.2 | -0.3 | 0.7 | 0.8
Neddyl block | i | i | i | i
CendR NRP1 mod | 5 | 2 | -5 | 9
eLon inh | 6 | -7 | -4 | 5
MT1-MMP act inh | 2 | -2 | -4 | 1

Compound activity deposited in PubChem BioAssay by several laboratories.
